Source: PubChem
SR-BI HDL uptake: mouse SR-BI HDL lipid transfer inhibition; Q61009; ldlA[mSR-BI] CHO cells, DiI-HDL uptake fluorescence, 3 h; inhibition, % at 12.5 µM; 320,000 compounds, 0.96% hits;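 active = mean replicate inhibition of at least 70% and a set share of replicates each scoring 70 or more; inconclusive = meets just one of the two criteria; inactive = fails both criteria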;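 note: 0% = median of neutral control wells and 100% = median of positive control wells; values of inactives mirror those of a sister screen read the other way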
DSG3 Ab inh: human desmoglein-3 autoantibody binding inhibition | 310,000 compounds, 0.48% hits | DSG3-coupled beads, scFv-anti-DSG3-GFP binding, flow cytometry; stronger effect = lower value | binding (percent of control), % at 10 µM | AID 588358 | P32926;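 active = binding more than 3 SD below its plate's average and above zero; inconclusive = below that plate limit but binding exactly zero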;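 note: hits lower antibody fragment binding to DSG3; some compounds called inactive have numbers as strong as hits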
Target sequence (P32926 whole entry, looked up, the tested form may be a part): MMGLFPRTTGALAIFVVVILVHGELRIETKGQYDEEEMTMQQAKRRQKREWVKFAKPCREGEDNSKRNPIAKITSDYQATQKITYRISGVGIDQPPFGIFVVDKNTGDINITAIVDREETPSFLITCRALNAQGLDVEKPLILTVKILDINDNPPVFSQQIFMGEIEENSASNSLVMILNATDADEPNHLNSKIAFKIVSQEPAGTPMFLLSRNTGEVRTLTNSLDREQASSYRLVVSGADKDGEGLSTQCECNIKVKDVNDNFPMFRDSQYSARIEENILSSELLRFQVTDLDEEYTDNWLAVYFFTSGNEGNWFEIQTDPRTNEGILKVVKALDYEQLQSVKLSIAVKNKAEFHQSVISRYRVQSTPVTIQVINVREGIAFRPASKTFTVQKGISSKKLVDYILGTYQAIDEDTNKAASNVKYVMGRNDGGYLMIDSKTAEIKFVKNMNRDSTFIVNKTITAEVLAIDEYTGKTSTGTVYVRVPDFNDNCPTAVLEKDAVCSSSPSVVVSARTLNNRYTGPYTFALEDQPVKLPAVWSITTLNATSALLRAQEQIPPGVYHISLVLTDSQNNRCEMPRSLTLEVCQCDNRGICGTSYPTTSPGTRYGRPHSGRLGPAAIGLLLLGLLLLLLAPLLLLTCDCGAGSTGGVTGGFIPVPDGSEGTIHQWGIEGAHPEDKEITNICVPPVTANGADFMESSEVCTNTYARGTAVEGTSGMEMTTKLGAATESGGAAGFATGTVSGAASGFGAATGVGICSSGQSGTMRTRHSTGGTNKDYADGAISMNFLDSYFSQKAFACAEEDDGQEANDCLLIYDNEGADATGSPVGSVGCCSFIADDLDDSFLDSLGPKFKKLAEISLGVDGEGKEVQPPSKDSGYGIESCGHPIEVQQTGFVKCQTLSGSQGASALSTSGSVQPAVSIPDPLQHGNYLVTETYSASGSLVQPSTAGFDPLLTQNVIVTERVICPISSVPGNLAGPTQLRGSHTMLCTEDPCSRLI
MITF act: activators of MITF-driven TRPM1 promoter activity in SK-MEL-5 cells; 300,000 compounds, 0.75% hits; AID 588334; activation, % at 12.5 µM; SK-MEL-5 TRPM1-promoter luciferase, 24 h; % of positive control, neutral wells = 0;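 active = mean activation of at least 80% with every replicate also reaching 80%; inconclusive = mean reaches 80% but some replicate falls short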;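 note: 0% = neutral control wells and 100% = parthenolide positive control wells; values of inactives mirror those of a sister screen read the other way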
PKA-R1A act: activates the PKA-R1A holoenzyme complex | P00514+P68181 | PKA-R1A dissociation, Cy5-IP20 fluorescence polarization; scaled: DMSO 0%, 113 µM cGMP 100% | activation, % at 11.4 µM | 340,000 compounds, 0.083% hits;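 active = percent activation above the mean of all tested compounds plus 3 SD, cut at about 19% in these data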;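 note: higher means more PKAc released from R1A so a rise in polarization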
SR-BI uptake up: activators of SR-BI mediated HDL lipid uptake; activation, % at 12.5 µM; CHO ldlA[mSR-BI] cells, DiI-HDL uptake fluorescence, 3 h; 100 = double the neutral-control signal; 320,000 compounds, 0.096% hits;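 active = mean replicate activation of at least 60% and every replicate at or above 60%; inconclusive = mean or all-replicate condition met, but not both; inactive = mean below 60% and not all replicates reaching 60%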;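 note: 0% = median plate neutral-control signal and 100% = twice that signal; values of inactives mirror those of a sister screen read the other way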
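Material: SR-BI-overexpressing, LDLR-lacking CHO cells | Dosing: Single compound concentration, delivered by pin transfer | Probe or stimulus: Labelled HDL, 10 µg/mL | Signal: Bottom-read cell fluorescence after medium removal, ex 550/em 595 nm | Schedule: 3 h, 37 °C | Evaluation: HDL uptake via cellular fluorescence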
NSD2 HMT inh: NSD2 (human) methyltransferase inhibition. inhibition, % at 12.5 µM. 310,000 compounds, 0.54% hits. AID 743445. NSD2 peptide methylation, AlphaScreen, 120 min; in the data active = inhibition above about 50%
PKA-R2B act: PKA-R2B complex activation; activation, % at 11.4 µM; P22694+P31323; AID 504700; 340,000 compounds, 0.079% hits; PKA-R2B holoenzyme dissociation, Cy5-IP20 fluorescence polarization; R2B truncated from residue 108, S112A mutant; 0% DMSO only, 100% 113 µM cGMP;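 active = activation above a cutoff set at the mean over all compounds plus 3 SD, cut at about 18% in these data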;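 note: higher means more holoenzyme dissociation and a rise in polarization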
dFosB act: activators of mouse delta FosB homodimer; P13346; purified delta FosB, TAMRA-CDK5 oligo fluorescence polarization; percent of positive-control signal above neutral wells; activation, % at 25 µM; 340,000 compounds, 0.99% hits; AID 493131;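 active = mean activation above about 17%, with every replicate also reaching it, limit read from the data, passing the limit was not always enough; inconclusive = only one of the two conditions met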;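 note: fluorescence polarization rise as delta FosB binds a TAMRA Cdk5 AP-1 oligo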
Arr AP2 block: blocks beta-arrestin peptide binding to AP2 adaptin | 340,000 compounds, 0.31% hits | inhibition, % at 10 µM | FITC-arrestin peptide / GST-AP2 beads, flow cytometry; AP2 beta2 appendage carries R879A mutation;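 active = inhibition above a set limit, near 3 SD of compounds lacking own fluorescence, cut at about 54% in these data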;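 note: plate controls were DMSO wells for no effect and 5 µM unlabelled arrestin peptide for full effect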
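Test system: GST-tagged AP2 beta2-adaptin appendage (R879A) on 4 µm glutathione beads; also added: fluorescein-tagged arrestin peptide at 50 nM final; timing: 12 min plus 1 h, RT; signal: flow cytometry, FL1 (488/535 nm); read-out: percent drop in bead-associated FITC signal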
CDK5 p35 inh: blocks human CDK5/p35 kinase activity. Recombinant CDK5/p35, ADP-Glo luminescence, 60 min. inhibition, % at 10 µM. 330,000 compounds, 0.01% hits;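 active = highest replicate inhibition of at least 50% and at least 75% of replicates reaching 50%; inconclusive = only one of the two criteria met; inactive = both criteria failed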;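 note: plate controls were DMSO neutral control for no effect and GW8510 at 10 µM for full effect; many of its hits are not listed in these tables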
SUMO Mot1 rescue: inhibitors of SUMOylation pathway: yeast Mot1-301 growth rescue | growth rescue, % at 18.8 µM | AID 2716 | S. cerevisiae Mot1-301 growth rescue, ATP luminescence, 38.5C; percent above DMSO median, 100 means doubled | 320,000 compounds, 1% hits;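 active = every valid replicate shows activation above 250% relative to neutral control wells; inactive = the rest, any valid replicate at or below 250%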;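 note: OY570 slx delta 5 strain wells were the positive control but not used for scaling; some compounds called inactive have numbers as strong as hits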
Numbers without * were called inactive; ? = inconclusive; / = no result given.

SMILES	SR-BI HDL uptake	DSG3 Ab inh	MITF act	PKA-R1A act	SR-BI uptake up	NSD2 HMT inh	PKA-R2B act	dFosB act	Arr AP2 block	CDK5 p35 inh	SUMO Mot1 rescue
COC(=O)CCC(=O)OC1(C)C(=O)C=C2C=C(C3CC3)N(Cc3ccc4c(c3)OCO4)C=C2C1=O (configuration not stated)	7	95	-15	-6	-7	/	-4	-3	18	1.4	881*
CC(C)n1c(=S)[nH]c2cc(C(F)(F)F)ccc21	-12	/	-2	1	12	1	6	-1	-27	0.3	-18
C[C@]12CCC3c4ccc(OCC(=O)O)cc4CCC3C1CCC2=O (some centres not stated)	-2	117	13	2	2	-3	-13	1	5	0.8	16
FC(F)(F)c1cc(-c2ccccc2)nc(NCc2cccnc2)n1	35	93	-6	-9	-35	/	-8	-14	37	0.2	31
Cc1ncoc1C(=O)N1CCc2c([nH]c3ccccc23)C1C1CCCCC1 (configuration not stated)	49	100	-1	-6	-49	1	0	-4	12	-1.4	-24
O=C(NCCCn1ccnc1)Nc1cccc2ccccc12	/	/	1	-11	/	1	-4	-4	22	0.7	762*
COc1ccc(NC(=O)NCc2ccc3c(c2)OCO3)cc1	1	82*	5	2	-1	-1	-3	0	8	-4.3	-17
Cc1cc(OCC(O)CN)ccc1Cl (configuration not stated)	-23	102	1	-6	23	-1	-7	-6	16	-1.0	/
CCSc1nnc(NC(=O)c2c(C)noc2C)s1	2	100	-4	-4	-2	0	8	-2	26	-0.8	1
C/C(=N\NC(=O)CC(C)C)c1ccc(N2CCCCC2)cc1	4	113	25	-5	-4	0	-1	1	0	-0.5	-12
CC1CCCCC1NS(=O)(=O)c1ccc(S(=O)(=O)N2CCCC2)cc1 (configuration not stated)	4	103	-3	-3	-4	-3	-12	-3	0	1.4	-7
CC(=O)c1c(O)c(C)c(O)c2c1OC1=CC(=O)C(C(C)=O)C(=O)[C@@]12C (some centres not stated)	-22	95	-2	-7	22	0	-2	4	-2	0.1	/
CCC(C)NS(=O)(=O)c1cc2c3c(c1)CCC(=O)N3CCC2 (configuration not stated)	-3	106	-5	-1	3	-9	2	3	8	-0.3	-17
CCCCCCc1cc2cc(C(=O)NCc3ccccc3)c(=N)oc2cc1O	22	123	/	0	-22	-1	-16	-2	5	-0.7	-20
CC(C)c1ccc(S(=O)(=O)N2CCN(C(=O)CCNS(=O)(=O)c3ccccc3F)CC2)cc1	1	102	9	-6	-1	0	6	-11	-13	0.1	-8
CC(C)Oc1ccc(CCC(=O)NNC(=O)c2ccccc2C(=O)O)cc1	-2	114	8	4	2	0	-7	3	-16	-0.1	460*
CCc1nccn1S(=O)(=O)c1ccc2ccccc2c1	-17	109	-10	13	17	3	2	-3	1	1.3	-13
COc1ccccc1S(=O)(=O)Nc1ccc2nc(C)sc2c1	27	108	-3	-6	/	2	-1	-6	36	-0.5	50
N#Cc1cn(Cc2ccncc2)c(=O)[nH]c1=O	1	98	2	17	-1	-4	7	3	34	0.5	2
O=C(CCn1cccc1)Nc1cc(F)ccc1F	-23	101	3	-4	23	0	1	3	31	-0.9	131
CC(C)OC(=O)C(C#N)c1nc2ccccc2nc1N1CCN(Cc2ccccc2)CC1 (configuration not stated)	56	86	/	-6	-56	0	-10	-5	3	-0.2	-3
CCCCNc1c(-c2cccc(-c3ccc(OC)cc3)c2)nc2ccc(C)cn12	44	116	-1	-1	-44	/	-8	0	5	1.1	8
CCCCSc1nnc2[nH]c(=O)cc(N)n12	-3	102	0	-4	3	0	15	-6	-9	0.1	-1
Cc1cc(C)n(CCNC(=O)c2ccc3c(c2)OCO3)n1	/	/	/	-3	/	-2	3	2	-3	-0.1	-1

11 successive compounds already listed:
SMILES	SR-BI HDL uptake	DSG3 Ab inh	MITF act	PKA-R1A act	SR-BI uptake up	NSD2 HMT inh	PKA-R2B act	dFosB act	Arr AP2 block	CDK5 p35 inh	SUMO Mot1 rescue
CC1CCCCC1NS(=O)(=O)c1ccc(S(=O)(=O)N2CCCC2)cc1 (configuration not stated)	4	103	-3	-3	-4	-3	-12	-3	0	1.4	-7
CC(=O)c1c(O)c(C)c(O)c2c1OC1=CC(=O)C(C(C)=O)C(=O)[C@@]12C (some centres not stated)	-22	95	-2	-7	22	0	-2	4	-2	0.1	/
CCC(C)NS(=O)(=O)c1cc2c3c(c1)CCC(=O)N3CCC2 (configuration not stated)	-3	106	-5	-1	3	-9	2	3	8	-0.3	-17
CCCCCCc1cc2cc(C(=O)NCc3ccccc3)c(=N)oc2cc1O	22	123	/	0	-22	-1	-16	-2	5	-0.7	-20
CC(C)c1ccc(S(=O)(=O)N2CCN(C(=O)CCNS(=O)(=O)c3ccccc3F)CC2)cc1	1	102	9	-6	-1	0	6	-11	-13	0.1	-8
CC(C)Oc1ccc(CCC(=O)NNC(=O)c2ccccc2C(=O)O)cc1	-2	114	8	4	2	0	-7	3	-16	-0.1	460*
CCc1nccn1S(=O)(=O)c1ccc2ccccc2c1	-17	109	-10	13	17	3	2	-3	1	1.3	-13
COc1ccccc1S(=O)(=O)Nc1ccc2nc(C)sc2c1	27	108	-3	-6	/	2	-1	-6	36	-0.5	50
N#Cc1cn(Cc2ccncc2)c(=O)[nH]c1=O	1	98	2	17	-1	-4	7	3	34	0.5	2
O=C(CCn1cccc1)Nc1cc(F)ccc1F	-23	101	3	-4	23	0	1	3	31	-0.9	131
CC(C)OC(=O)C(C#N)c1nc2ccccc2nc1N1CCN(Cc2ccccc2)CC1 (configuration not stated)	56	86	/	-6	-56	0	-10	-5	3	-0.2	-3

(further entries)
SMILES	SR-BI HDL uptake	DSG3 Ab inh	MITF act	PKA-R1A act	SR-BI uptake up	NSD2 HMT inh	PKA-R2B act	dFosB act	Arr AP2 block	CDK5 p35 inh	SUMO Mot1 rescue
Cc1cc(Cl)ccc1N1C(=O)CC(SCCC(=O)O)C1=O (configuration not stated)	-6	/	-8	0	6	12	0	-4	1	-3.7	25
CCOC(=O)c1ccccc1NC(=O)N[C@@H](C)C(=O)OC	-1	99	-2	-9	1	-2	0	3	32	0.8	-21
O=C(c1cc(-c2ccc(Cl)cc2)nc2ccccc12)N1CCOCC1	19	124	9	2	-19	0	4	-9	13	-2.8	194
CCN(CC)c1ccc(C(=O)OCC(=O)NC(C)(C)C)cc1	12	105	-10	-10	-12	1	-1	-11	-9	0.0	50
Cc1ccc(S(=O)(=O)N(CC(=O)Nc2ccccc2C(=O)O)c2cccc(Cl)c2C)cc1	-29	94	10	-11	29	9	12	-11	3	-1.9	5
O=C(C[C@H]1C[C@H](C(=O)N2CCOCC2)[C@@]2(CCC3CCCC3)c3[nH]c4ccc(Cl)cc4c3CCN2C1=O)NCCCn1ccnc1	-22	98	-31	0	22	/	-1	-9	1	-0.5	/
C=C(C)C(=O)Nc1cccc(C2=NOC3(C2)C[C@@H](C(N)=O)N(C(=O)c2cc([N+](=O)[O-])cc([N+](=O)[O-])c2C)C3)c1 (some centres not stated)	4	99	-4	-10	-4	/	3	-10	-6	0.2	23
COc1ccc(C(=O)Nc2ccccc2C(=O)NCc2cccnc2)cc1	17	106	2	-10	-17	0	4	-16	-3	0.3	13
Cc1ccc2oc3c(SCc4nc5ccccc5[nH]4)nc(C)nc3c2c1	-30	101	7	-12	30	/	1	0	-3	-0.5	8
CCSc1nnc(NC(=O)CCCOc2ccc(C)cc2)s1	-6	98	-3	-12	6	0	-10	-9	4	-0.2	-9
O=C(Nc1ccc(Cl)cc1)Nc1ccon1	-13	98	-5	-14	13	-3	-16	2	9	0.0	-17
Cc1ccc(Nc2nc(N/N=C/c3c[nH]c4ccccc34)nc(N3CCOCC3)n2)cc1	110*	96	30	-3	-110	-1	4	?	1	0.9	-13
Cc1cc(C)c2c(N)c(C(=O)Nc3cccc(C)c3C)sc2n1	20	90	-4	-11	-20	-1	8	1	-9	-0.1	13
CCN(CC)C(=N)N1c2ccccc2CCC1C (configuration not stated)	-22	119	-9	-22	22	-7	-11	-2	1	0.5	3
O=C(OC1CCOC1=O)c1cc(-c2ccc(Cl)cc2)nc2ccccc12 (configuration not stated)	15	102	-4	-3	-15	1	-11	-19	20	0.8	2
Cc1cc(NS(=O)(=O)c2ccc(NC(=O)CCCOc3ccccc3C)cc2)no1	-5	101	1	-10	5	-1	-11	5	3	-0.8	144
O=C(Cc1nnc(NC(=O)Nc2ccc(Cl)cc2)s1)NCc1ccccc1	-2	90	-6	0	2	-2	6	-8	7	-1.7	-21
COC(=O)c1ccc(/C=C2/SC(=S)N(CCCC(=O)Nc3ccccn3)C2=O)cc1	-10	/	4	1	10	-2	4	-5	-5	1.7	34
Cc1cc(C)n(C2CC(=O)N(c3ccccc3)C2=O)n1 (configuration not stated)	16	96	-5	1	-16	7	0	-5	-1	0.1	-16
CCC1(c2ccc(C)cc2)NC(=O)N(CC(=O)Nc2cccc(S(=O)(=O)N3CCCC3)c2)C1=O (configuration not stated)	11	95	-6	-9	-11	8	-4	1	-4	-0.9	9
CC/C(=N/NC(=O)CCC(=O)Nc1ccccc1OC)c1ccccc1	11	81	-7	1	-11	-2	4	-6	-8	0.6	3
CCOc1ccc(C(=O)NCC(=O)N2CCN(C/C=C/c3ccccc3)CC2)cc1OCC	67	113	-2	1	-67	-1	1	-16	-9	-0.9	-2
COc1ccc(CCn2c(SCC(=O)Nc3cc(C)on3)nc3ccsc3c2=O)cc1OC	10	99	18	-6	-10	/	-11	23*	-4	2.0	21
CC(C)CN1CCC(=O)N(CCSc2ccc(Br)cc2)CC1	-8	105	4	-8	8	/	-21	3	0	0.5	15
Cc1cccc(COc2ccc(/C(O)=C3\C(=O)C(=O)N(CCN(C)C)C3c3ccncc3)cc2)c1 (configuration not stated)	7	95	/	-2	-7	/	0	-8	5	-0.6	220
